BoNT-A LC inh2 – BoNT/A light chain protease inhibitors, primary screen, biochemical, flow cytometry, MLPCN library; Botulinum neurotoxin type A light chain protease (Clostridium botulinum A str. ATCC 3502); multiplex microsphere protease substrate cleavage; inhibition, % at 10 µM; 360,000 compounds, 0.17% hits; AID 588499, 2011; also: plate controls were buffer without enzyme for full effect and enzyme alone for no effect
CCHFV vOTU inh – CCHFV vOTU protease inhibitors, primary screen, biochemical, Pep-AMC substrate, fluorescence; 370,000 compounds, 0.55% hits; Crimean-Congo hemorrhagic fever virus L polyprotein viral ovarian tumor (vOTU) protease …; AID 651958, 2012; inhibition, % at 11.5 µM; in the data active = inhibition above about 30%; also: 0% = vehicle wells with enzyme and 100% = no enzyme wells
TcdB inh – TcdB glycohydrolase inhibitors, primary screen, biochemical, single point, plate reader | TcdB glycohydrolase enzymatic assay | inhibition, % at 9.99 µM | 350,000 compounds, 0.24% hits | Toxin B (Clostridioides difficile), P18177 | AID 652162, 2013; in the data active = inhibition above about 10%
Yp Topo-I inh – Yersinia pestis topoisomerase I inhibitors, primary screen, biochemical, cleavage product accumulation, plate reader, single point | AID 504884, 2011 | activity, % at 10 µM | 360,000 compounds, 0.064% hits | Y. pestis Topo-I cleavage product accumulation; in the data active = activity above about 50%, passing the limit was not always enough; inconclusive = no clear call, values can overlap the other calls; also: inactives centre near 2
Vc quorum ag – inducers of Vibrio cholerae quorum light production without autoinducers, primary screen, BH1578 luxS cqsA deficient, single point; activation, % at 18.7 µM; V. cholerae BH1578 lux reporter, luminescence, 6 h; 350,000 compounds, 0.16% hits; in the data active = activation mostly above about 9.7%, no sharp cut-off; inconclusive = no clear call, values can overlap the other calls; inactive = mostly below about 3.7%; also: not every result past the cut was called active; inactives centre near 0; reference of the scale not given here
Anthrax LF inh2 – Bacillus anthracis LF protease inhibitors, primary screen, biochemical, multiplex microsphere, MLPCN library; AID 588501, 2011; 360,000 compounds, 0.12% hits; Lethal factor (Bacillus anthracis), P15917; multiplex microsphere protease cleavage assay; inhibition, % at 10 µM; also: plate controls were buffer without enzyme for full effect and enzyme alone for no effect
PriA SSB inh – inhibitors of Klebsiella pneumoniae PriA binding to SSB C-terminal tail, primary screen, biochemical, AlphaScreen; PriA–SSB C-terminal tail interaction (Klebsiella pneumoniae); AlphaScreen SSBct-PriA binding, biotinylated peptide; inhibition, % at 33 µM; 430,000 compounds, 0.6% hits; in the data active = inhibition mostly above about 37%, no sharp cut-off; inactive = mostly below about 20%;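 also: plate controls were negative control peptide for no effect and reference peptide for full effect; strong numbers were not always called active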
VHR inh abs – VHR1 phosphatase inhibitors, primary screen, biochemical, absorbance, uHTS | recombinant VHR phosphatase, pNPP absorbance | inhibition, % at 13.3 µM | 290,000 compounds, 0.52% hits | AID 1654, 2009; in the data active = inhibition above about 50%; also: some compounds called inactive have numbers as strong as hits
3CLpro inhibitor – SARS-CoV 3CLpro protease inhibitors, primary screen, biochemical, quenched FRET. 290,000 compounds, 0.14% hits. inhibition, % at 6 µM. AID 1706, 2009. Replicase polyprotein 1ab (Severe acute respiratory syndrome coronavirus), P0C6X7. recombinant SARS-CoV 3CLpro, quenched FRET peptide cleavage; in the data active = inhibition above about 12%
PfHsp40 rescue – rescue of yeast from PfHsp40 toxicity, primary screen, S. cerevisiae, ATP luminescence; S. cerevisiae expressing PfHsp40, growth rescue; growth rescue, % at 12.5 µM; 340,000 compounds, 0.68% hits; AID 504582, 2011; in the data active = growth rescue above about 28%, passing the limit was not always enough; inconclusive = no clear call, values can overlap the other calls;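 also: yeast W303a lacking pdr1 and pdr3 grown in galactose medium; growth measured after three days at 30 °C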
An asterisk follows results filed as active. Rule as the data show it, unless noted: active = inhibition above about 30%; inconclusive = no clear call, values can overlap the other calls; inactive = below that. An excerpt (hit frequency here may not be typical).

`CCOC(=O)Cn1nc(C)n(-c2ccc(C)cc2)c1=O` gave BoNT-A LC inh2 2.1, CCHFV vOTU inh 26, Yp Topo-I inh -5, Vc quorum ag -1.0, Anthrax LF inh2 -1, PriA SSB inh 1, VHR inh abs 33, 3CLpro inhibitor 5 and PfHsp40 rescue 0.1.
Screening CC(=O)N1CCC(=NNC(=O)CSc2cc(C)c(Br)cc2C)CC1 returned BoNT-A LC inh2 -0.1, CCHFV vOTU inh -2, TcdB inh 0.6, Yp Topo-I inh 5, Vc quorum ag -0.3, Anthrax LF inh2 0, PriA SSB inh -1, VHR inh abs 18, 3CLpro inhibitor 3 and PfHsp40 rescue -0.6.
For Cc1nn(-c2ccc(Cl)cc2)c(N)c1C(O)(CSc1nccn1C)C(F)(F)F (configuration not stated) the results were BoNT-A LC inh2 1.4, CCHFV vOTU inh -14, Yp Topo-I inh -3, Vc quorum ag 2.9, Anthrax LF inh2 -1, PriA SSB inh 31, VHR inh abs 10, 3CLpro inhibitor -4 and PfHsp40 rescue 2.1.
Screening CC(C)Sc1nc2ccccc2n1CC(=O)NCc1ccc2c(c1)OCO2 returned BoNT-A LC inh2 inconclusive, CCHFV vOTU inh -14, TcdB inh 1.8, Yp Topo-I inh 14, Vc quorum ag -2.4, Anthrax LF inh2 -1, PriA SSB inh 8, VHR inh abs 14, 3CLpro inhibitor -2 and PfHsp40 rescue -0.6.
For ClCC(Br)CBr (configuration not stated) the results were BoNT-A LC inh2 0.4, CCHFV vOTU inh -2, TcdB inh 0.2, Yp Topo-I inh 3, Vc quorum ag -0.3, Anthrax LF inh2 -9, PriA SSB inh -5 and PfHsp40 rescue -1.0.
Screening COc1ccc(C(=O)COC(=O)C2COc3ccccc3O2)c(OC)c1 (configuration not stated) returned BoNT-A LC inh2 0.1, CCHFV vOTU inh 16, TcdB inh 0.7, Yp Topo-I inh 7, Vc quorum ag 0.5 and Anthrax LF inh2 -2.
Screening CCOC(=O)C1=C(C)Nc2ccccc2N=C1NC(=O)/C=C/c1ccc(OC)cc1OC returned BoNT-A LC inh2 -1.1, CCHFV vOTU inh -4, TcdB inh -1.1, Yp Topo-I inh 2, Vc quorum ag 1.5, Anthrax LF inh2 -7, PriA SSB inh -2, VHR inh abs 21, 3CLpro inhibitor -1 and PfHsp40 rescue 0.4.
Screening COc1ccccc1N1CCN(C(=O)CCC(=O)Nc2nnc(CC(C)C)s2)CC1 returned BoNT-A LC inh2 0.4, CCHFV vOTU inh -2, TcdB inh 0.5, Yp Topo-I inh 9, Vc quorum ag -0.2, Anthrax LF inh2 4, PriA SSB inh 3, VHR inh abs -10, 3CLpro inhibitor -4 and PfHsp40 rescue 0.9.
Screening COc1ccc2nc3n(c(=O)c2c1)-c1ncccc1C(=O)NC3C (configuration not stated) returned BoNT-A LC inh2 0.2, CCHFV vOTU inh 2, TcdB inh 0.2, Yp Topo-I inh -5, Vc quorum ag 0.5 and Anthrax LF inh2 6.
Cc1ccc(NCC2(N=Cc3ccccc3)OC(CO)C(O)C2O)cc1 (configuration not stated) was read as BoNT-A LC inh2 -0.1, CCHFV vOTU inh 0, TcdB inh -3.0, Yp Topo-I inh -8, Vc quorum ag 1.2, Anthrax LF inh2 2, PriA SSB inh 1 and PfHsp40 rescue 1.1.
O=S(=O)(/N=C(/Nc1cc(N2CCOCC2)ncn1)c1ccccc1)c1ccccc1 was read as BoNT-A LC inh2 0.6, CCHFV vOTU inh 1, Yp Topo-I inh -1, Vc quorum ag inactive, Anthrax LF inh2 -3, VHR inh abs -6, 3CLpro inhibitor -4 and PfHsp40 rescue -1.2.
`CN(C)CCNC(=O)c1cccc(-c2cnc3c(NC=O)cc(-c4ccc(C(=O)N5CCOCC5)cc4)cn23)c1` gave BoNT-A LC inh2 1.2, CCHFV vOTU inh 4, TcdB inh 1.3, Yp Topo-I inh -12, Vc quorum ag inactive and Anthrax LF inh2 0.
`CC(=O)c1cccc(N2C(=NC(=O)C3CC3)SC3CS(=O)(=O)CC32)c1` (configuration not stated) gave BoNT-A LC inh2 -1.5, CCHFV vOTU inh 5, TcdB inh -2.4, Yp Topo-I inh 2, Vc quorum ag inactive, Anthrax LF inh2 -4, PriA SSB inh 2, VHR inh abs -8, 3CLpro inhibitor 3 and PfHsp40 rescue -0.8.
Screening O=c1c2ccccc2nc(SCc2cccc(F)c2)n1Cc1ccco1 returned BoNT-A LC inh2 -2.4, CCHFV vOTU inh -3, Yp Topo-I inh -4, Vc quorum ag -0.3, Anthrax LF inh2 -21, PriA SSB inh -17, VHR inh abs 5, 3CLpro inhibitor -8 and PfHsp40 rescue -0.4.
Screening COc1ccc(C(=O)NC2CCN(CC(=O)Nc3c(C)cccc3C)CC2)cc1OC returned BoNT-A LC inh2 -6.6, CCHFV vOTU inh -4, TcdB inh -0.1, Yp Topo-I inh -1, Vc quorum ag -0.7, Anthrax LF inh2 -1, PriA SSB inh 11, VHR inh abs -12, 3CLpro inhibitor 0 and PfHsp40 rescue -0.4.
Screening COc1ccc2cc(CCNC(=O)c3ccco3)c(=O)[nH]c2c1 returned BoNT-A LC inh2 0.7, CCHFV vOTU inh -1, TcdB inh 2.1, Yp Topo-I inh -4, Vc quorum ag inactive, Anthrax LF inh2 9, PriA SSB inh -6, VHR inh abs -7, 3CLpro inhibitor 1 and PfHsp40 rescue -2.0.
O=C(O)c1c[nH]c2cc(C(F)(F)F)ccc2c1=O was read as BoNT-A LC inh2 -0.6, Yp Topo-I inh -1, Vc quorum ag -0.8, Anthrax LF inh2 -4, PriA SSB inh -1, VHR inh abs 0, 3CLpro inhibitor 0 and PfHsp40 rescue -0.6.
`CN(C)c1ccc(NC(=O)c2sc(SCC(=O)Nc3nccs3)nc2N)cc1` gave BoNT-A LC inh2 -1.0, CCHFV vOTU inh 3, Yp Topo-I inh 3, Vc quorum ag -2.4, Anthrax LF inh2 -3, PriA SSB inh 48, VHR inh abs -10, 3CLpro inhibitor 1 and PfHsp40 rescue -0.3.
CC(NNC(=S)N1CCCCCC1)c1ccc2ccccc2n1 (configuration not stated) was read as BoNT-A LC inh2 3.9, CCHFV vOTU inh -7, TcdB inh -1.3 and Anthrax LF inh2 -4.
`C=CCN1C(=O)/C(=C\c2cccc(OC(=O)c3ccco3)c2)SC1=S` gave BoNT-A LC inh2 -0.7, CCHFV vOTU inh 3, TcdB inh 3.1, Yp Topo-I inh 5, Vc quorum ag inactive, Anthrax LF inh2 -2, PriA SSB inh 9, VHR inh abs 10, 3CLpro inhibitor -1 and PfHsp40 rescue 0.0.
For O=C(N/N=C1\CCSC1)c1cc(Cl)ccc1O the results were BoNT-A LC inh2 0.0, CCHFV vOTU inh 7, TcdB inh -4.1, Yp Topo-I inh -1, Vc quorum ag inactive, Anthrax LF inh2 -8, VHR inh abs 20, 3CLpro inhibitor 6 and PfHsp40 rescue -0.1.
Screening COc1ccc(C(=O)Nc2cccc(S(=O)(=O)NC3=NCCCCC3)c2)cc1 returned BoNT-A LC inh2 inconclusive, CCHFV vOTU inh 2, TcdB inh 0.4, Yp Topo-I inh -10, Vc quorum ag inactive, Anthrax LF inh2 inconclusive, PriA SSB inh -6 and PfHsp40 rescue -1.5.
`COc1ccc(S(=O)(=O)N(C)CC(=O)NCCN2CCOCC2)cc1Cl` gave BoNT-A LC inh2 -0.7, CCHFV vOTU inh 10, TcdB inh -0.5, Yp Topo-I inh 1, Vc quorum ag -0.1, Anthrax LF inh2 3, PriA SSB inh -5, VHR inh abs 11, 3CLpro inhibitor 4 and PfHsp40 rescue -0.5.
CC(O)C(NS(=O)(=O)c1ccc(Cl)cc1)C(=O)OCc1cc([N+](=O)[O-])cc2c1OCOC2 (configuration not stated) was read as BoNT-A LC inh2 0.9, CCHFV vOTU inh 6, TcdB inh 0.5, Yp Topo-I inh 1, Vc quorum ag inactive, Anthrax LF inh2 -3, PriA SSB inh 3, VHR inh abs 20, 3CLpro inhibitor 1 and PfHsp40 rescue 1.0.
COc1ccccc1C(=O)NC(=O)CSc1nnnn1C was read as BoNT-A LC inh2 1.4, CCHFV vOTU inh -7, TcdB inh -0.9, Yp Topo-I inh -2, Vc quorum ag inactive, Anthrax LF inh2 6, PriA SSB inh -5 and PfHsp40 rescue 1.3.
Screening CC(C)c1ccc(NC(=O)CSc2nc(=O)n(CCN3CCOCC3)c3c2CCC3)cc1 returned BoNT-A LC inh2 -0.5, CCHFV vOTU inh -3, TcdB inh 0.8, Yp Topo-I inh 21, Vc quorum ag inactive, Anthrax LF inh2 4, PriA SSB inh 7 and PfHsp40 rescue 2.0.
For CCOC(=O)c1ccc(NC(=S)Nc2ccc(C)cc2)cc1 the results were BoNT-A LC inh2 0.1, CCHFV vOTU inh 6, TcdB inh -3.3, Yp Topo-I inh 10, Vc quorum ag -0.3, Anthrax LF inh2 -1, PriA SSB inh -3, VHR inh abs 29, 3CLpro inhibitor 2 and PfHsp40 rescue 1.1.
`CC(O)(c1cccc(F)c1)c1nc(-c2ccccc2)cs1` (configuration not stated) gave BoNT-A LC inh2 -0.1, CCHFV vOTU inh 4, TcdB inh 2.8, Yp Topo-I inh 3, Vc quorum ag -0.4 and Anthrax LF inh2 -6.
For Cc1noc(NS(=O)(=O)c2ccc(NC(=O)C(C)C)cc2)c1C the results were BoNT-A LC inh2 -3.1, CCHFV vOTU inh 12, TcdB inh 2.1, Yp Topo-I inh 3, Vc quorum ag inactive, Anthrax LF inh2 0, PriA SSB inh -2, VHR inh abs 1, 3CLpro inhibitor 0 and PfHsp40 rescue -1.1.
Screening CN(CC(=O)N1CCN(c2ccccc2)CC1)S(=O)(=O)c1cccs1 returned BoNT-A LC inh2 0.0, CCHFV vOTU inh 1, TcdB inh 0.4, Yp Topo-I inh 4, Vc quorum ag 0.3, Anthrax LF inh2 0, PriA SSB inh -4, VHR inh abs 24, 3CLpro inhibitor 3 and PfHsp40 rescue 0.5.
Screening N#C/C(=C\c1ccc(C#N)cc1)C(=O)c1ccccc1 returned BoNT-A LC inh2 -2.5, CCHFV vOTU inh -1, TcdB inh 0.8, Yp Topo-I inh 7, Vc quorum ag -0.1, Anthrax LF inh2 8, PriA SSB inh -7, VHR inh abs 31, 3CLpro inhibitor 0 and PfHsp40 rescue -1.7.
For CCOC(=O)C1=C(CC)Nc2ccccc2N=C1NC(=O)c1cc(C)on1 the results were BoNT-A LC inh2 0.0, CCHFV vOTU inh -2, TcdB inh 0.4, Yp Topo-I inh 0, Vc quorum ag -0.6, Anthrax LF inh2 -2, PriA SSB inh 0 and PfHsp40 rescue -1.2.

By substructure, the entries above containing an NH in an aromatic ring.
Screening COc1ccc2cc(CCNC(=O)c3ccco3)c(=O)[nH]c2c1 returned BoNT-A LC inh2 0.7, CCHFV vOTU inh -1, TcdB inh 2.1, Yp Topo-I inh -4, Vc quorum ag inactive, Anthrax LF inh2 9, PriA SSB inh -6, VHR inh abs -7, 3CLpro inhibitor 1 and PfHsp40 rescue -2.0.
O=C(O)c1c[nH]c2cc(C(F)(F)F)ccc2c1=O was read as BoNT-A LC inh2 -0.6, Yp Topo-I inh -1, Vc quorum ag -0.8, Anthrax LF inh2 -4, PriA SSB inh -1, VHR inh abs 0, 3CLpro inhibitor 0 and PfHsp40 rescue -0.6.
